pCIP destab: lowers stability of the mouse p/CIP coactivator protein; decrease of EGFP signal, % at 10 µM; F442A p/CIP-EGFP cells, EGFP fluorescence, 16 h; 290,000 compounds, 0.01% hits; AID 1984;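 active = EGFP signal decrease of at least 30% at 10 µM or well 3 SD below plate mean, unless failing retest; inactive = the rest, including hits failing retest or dose response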; also: some compounds called inactive have numbers as strong as hits; many of its hits are not listed in these tables
GalR3 antag: human GalR3 antagonism. O60755. HEK293 GalR3-CNG cAMP membrane potential fluorescence; galR3 body fused to GalR1 C-terminus. inhibition, % at 3 µM. 360,000 compounds, 0.44% hits. AID 651719;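 active = inhibition above the screen-wide average plus 3 SD, cut at about 13% in these data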;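 also: forskolin and galanin both at EC90 stimulate the cells; cAMP rise reported by CNG channel membrane potential dye signal; 0% = forskolin plus galanin with DMSO and 100% = forskolin alone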
IMP-1 inh: blocks Pseudomonas aeruginosa IMP-1 metallo-beta-lactamase; purified IMP-1, nitrocefin hydrolysis, epi-absorbance fluorescence; 290,000 compounds, 0.45% hits; inhibition, % at 5.6 µM;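 active = inhibition above the mean plus 3 SD of all compounds in the same screening run, cut at about 4.5% in these data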;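 also: 0% = IMP-1 with DMSO and 100% = DMSO wells lacking enzyme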
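Assay system: purified IMP-1; Quantity: IMP-1 0.2 nM before substrate addition; Medium: HEPES buffer pH 7.1 with ZnSO4 and Brij 35; Incubation: 15 min enzyme–compound preincubation, then 25 min nitrocefin reaction, 25 °C; Signal: fluorescence quenching readout, ex 480/em 530 nm; Controls: DMSO with and without IMP-1; Repeats: singlicate testing.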
IDE inh: inhibits human insulin-degrading enzyme in HEK cells. P14735. inhibition, % at 5.59 µM. FAbetaB cleavage, fluorescence polarization. 320,000 compounds, 0.41% hits;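 active = percent inhibition above the average of all tested compounds plus 3 SD, set per screening campaign, cut at about 16% in these data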;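 also: IDE supplied by intact live HEK cells; FP after avidin binding of uncleaved biotin substrate so inhibition keeps polarization high; 0% = DMSO wells and 100% = 60 µM reference IDE inhibitor Ii1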
Target sequence (P14735 whole entry, looked up): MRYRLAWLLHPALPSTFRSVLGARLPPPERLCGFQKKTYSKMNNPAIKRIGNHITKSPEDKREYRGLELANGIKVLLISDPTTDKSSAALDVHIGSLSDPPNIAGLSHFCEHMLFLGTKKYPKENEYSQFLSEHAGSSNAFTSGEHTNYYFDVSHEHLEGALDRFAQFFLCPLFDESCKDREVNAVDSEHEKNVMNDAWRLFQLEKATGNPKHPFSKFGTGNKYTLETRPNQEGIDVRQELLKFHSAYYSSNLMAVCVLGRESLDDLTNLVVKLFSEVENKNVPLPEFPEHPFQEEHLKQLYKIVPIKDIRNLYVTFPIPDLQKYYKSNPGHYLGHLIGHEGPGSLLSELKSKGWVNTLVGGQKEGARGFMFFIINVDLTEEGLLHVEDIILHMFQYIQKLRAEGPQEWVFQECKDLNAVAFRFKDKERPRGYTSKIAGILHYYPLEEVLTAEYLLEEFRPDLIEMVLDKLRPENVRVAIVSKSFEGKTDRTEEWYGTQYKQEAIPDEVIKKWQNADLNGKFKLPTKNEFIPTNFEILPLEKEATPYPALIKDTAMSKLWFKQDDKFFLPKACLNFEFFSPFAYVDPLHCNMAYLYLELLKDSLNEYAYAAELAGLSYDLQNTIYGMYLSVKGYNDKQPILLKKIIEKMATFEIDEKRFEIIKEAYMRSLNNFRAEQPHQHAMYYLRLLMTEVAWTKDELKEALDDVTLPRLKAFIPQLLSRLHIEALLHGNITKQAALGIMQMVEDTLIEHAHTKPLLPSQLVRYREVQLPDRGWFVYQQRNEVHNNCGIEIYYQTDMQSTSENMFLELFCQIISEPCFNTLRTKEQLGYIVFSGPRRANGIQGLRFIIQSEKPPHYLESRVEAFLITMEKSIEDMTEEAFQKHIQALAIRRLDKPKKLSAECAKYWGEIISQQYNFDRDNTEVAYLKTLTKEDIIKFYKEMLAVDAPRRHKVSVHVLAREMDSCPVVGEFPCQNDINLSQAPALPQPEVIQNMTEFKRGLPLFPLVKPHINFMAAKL
CRFBP-R2 block: antagonists of CRF-binding protein/CRF-R2 receptor complex; HEK293 CRF-R2/CRF-BP, CRF-induced calcium fluorescence; inhibition, % at 11.8 µM; 350,000 compounds, 0.59% hits;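 active = inhibition of the ligand-induced calcium signal above about 50% at the single tested concentration, limit read from the data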
NS3 helicase inh: HCV NS3 helicase inhibition. 290,000 compounds, 0.56% hits. inhibition, % at 10.9 µM. NS3 helicase DNA unwinding, Cy5 molecular beacon fluorescence. AID 1800;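 active = inhibition above the mean of all tested compounds plus 3 SD, set per campaign, cut at about 35% in these data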;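 also: 0% = DMSO wells and 100% = thioflavine S control wells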
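test system = hepatitis C virus NS3 helicase domain fragment enzyme | reagent = annealed dual-labelled DNA beacon duplex, ATP-started | times = 1 h at 25 °C | detection = Cy5 fluorescence, 0 and 60 min reads | read-out basis = percent inhibition from t60/t0 fluorescence ratio | control set = DMSO and thioflavine S | replication = one well per compound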
VIM-2 inh: blocks Pseudomonas aeruginosa VIM-2 metallo-beta-lactamase. purified VIM-2, nitrocefin hydrolysis, epi-absorbance fluorescence. inhibition, % at 5.6 µM. 290,000 compounds, 0.89% hits;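 active = inhibition above the mean of all tested compounds plus 3 SD, cutoff set per screening run, cut at about 7.5% in these data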;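 also: red hydrolysis product quenches plate fluorescence so inhibitors raise well fluorescence; 0% = enzyme with DMSO and 100% = DMSO without enzyme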
SUMO HTRF inh: blocks human SUMOylation mediated by UBC9; P63279; HTRF SUMOylation assay, SAE1/SAE2 + UBC9, in vitro; inhibition, % at 35 µM; 290,000 compounds, 0.36% hits; AID 2006; in the data active = inhibition above about 50%, passing the limit was not always enough; also: strong numbers were not always called active
IDE cell activ: IDE (human) activation, cell-based; 340,000 compounds, 0.073% hits; HEK cells, FAbeta-B cleavage, fluorescence polarization; 0% vehicle, 100% cell-free pure enzyme wells; AID 493087; P14735; activation, % at 5.96 µM;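 active = activation above the mean of all tested compounds plus 3 SD, set per screening campaign, cut at about 17% in these data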
The depositor's hits bear a star; . = not tested or not shown.

[1] O=C1CNC(=O)N1c1ccc(Cl)cc1
[2] Cc1cccc(N(Cc2cc3ccccc3[nH]c2=O)C(=O)c2ccco2)c1C
[3] CCc1ccccc1NS(=O)(=O)c1ccc2c(c1)C(C)(C)C(=O)N2C
[4] Cc1c(NC(=O)OCCNC(=O)Nc2ccccc2)sc(=S)n1C
[5] CC(C)(C)CC(=O)NCCc1csc(-c2ccccc2)n1
[6] COc1ccc(/C=C(\NC(=O)c2cccs2)C(=O)NN)cc1OC
[7] Cc1ccc2c(c1)SC1=NC(c3ccccc3)(C(F)(F)F)NC(=O)N12 (stereo not drawn)
[8] CSc1nnc(SCC2=NNC(=O)SC2)s1
compound no. | 1 | 2 | 3 | 4 | 5 | 6 | 7 | 8
pCIP destab | 1 | 1 | 7 | -16 | -9 | -23 | -3 | -7
GalR3 antag | -6 | -3 | 6 | -2 | -4 | -6 | . | 2
IMP-1 inh | -3.6 | . | -0.6 | -2.0 | -3.3 | -5.4 | 5.7* | -2.1
IDE inh | 1 | 4 | 6 | 6 | 2 | . | 3 | 0
CRFBP-R2 block | 3 | 12 | -10 | 10 | -8 | 16 | . | 0
NS3 helicase inh | 4 | . | 16 | 4 | 9 | 9 | -3 | 8
VIM-2 inh | -1.1 | . | 1.6 | -1.8 | -3.0 | -6.2 | -1.2 | -4.3
SUMO HTRF inh | 2 | 4 | 8 | 3 | 9 | 7 | 21 | 13
IDE cell activ | 4 | 1 | 0 | 2 | 4 | -12 | . | -1

[9] O=C(COC(=O)c1ccccc1S(=O)(=O)N1CCCCC1)NCC(F)(F)F
[10] O=C(CSc1ncnc2c1oc1ccccc12)Nc1ccc2c(c1)OCCO2
[11] O=C(NCc1cccnc1)c1ccccc1Br
[12] CCOC(=O)N1CCC(NC(=O)CSCc2nc(-c3ccc(OCC)cc3)oc2C)CC1
[13] CC(=O)NC(Cc1ccc(F)c(F)c1)C(=O)NC1CCN(C(=O)c2ccc(C)cc2)CC1 (stereo not drawn)
[14] Cc1ccc(NC(=O)c2cc(C)no2)cc1
[15] O=C(NCCNCCO)C1(C(F)(F)F)C/C(=C\Cc2ccccc2)CCCO1 (stereo not drawn)
[16] CC1(C)CC(N=C2C([N+](=O)[O-])=CC=C3C2=NC2(CCCCC2)N3O)CC(C)(C)N1
compound no. | 9 | 10 | 11 | 12 | 13 | 14 | 15 | 16
pCIP destab | -14 | . | 2 | 6 | -22 | -19 | . | -6
GalR3 antag | -1 | -2 | 0 | -8 | -4 | -8 | -6 | -4
IMP-1 inh | -1.0 | -1.2 | -4.9 | -0.1 | -0.9 | -2.6 | . | -3.0
IDE inh | 2 | -2 | 2 | 0 | 2 | 0 | 0 | 5
CRFBP-R2 block | 3 | 0 | -11 | -2 | 22 | 2 | -3 | 10
NS3 helicase inh | -5 | -6 | 7 | 2 | 4 | 8 | . | -1
VIM-2 inh | 0.0 | 1.2 | -0.8 | -1.2 | -2.8 | -2.4 | . | -3.0
SUMO HTRF inh | -10 | . | -9 | -4 | 2 | 26 | . | 23
IDE cell activ | 6 | 5 | 2 | 7 | -2 | 4 | 3 | 0

[17] CCOc1ccc(NC(=S)NCc2ccc3[nH]c(C)cc3c2)cc1
[18] CC(C)(C)NC(=O)CN(C(=O)CCC(=O)Nc1nccs1)c1ccc2c(c1)OCCO2
[19] COc1ccc(S(=O)(=O)N(C)c2ccc(C(=O)NCc3ccccn3)cc2)cc1OC
[20] CC(C)C(OC(=O)c1cccs1)C(=O)NCc1ccccc1 (stereo not drawn)
[21] O=C(c1ccc(Cl)c(S(=O)(=O)N2CCCCC2)c1)N1CCCCCC1
[22] Cc1cccc(C)c1NC(=O)CNC(=O)C(C)N1CCCCC1 (stereo not drawn)
[23] COc1ccc(/C=N/NC(=O)c2ccco2)cc1Cn1nc(C)cc1C
[24] Cc1ccc(S(=O)(=O)NC(=O)NC(C)(C)C)cc1
compound no. | 17 | 18 | 19 | 20 | 21 | 22 | 23 | 24
pCIP destab | 4 | -12 | -21 | -6 | -6 | . | -9 | -3
GalR3 antag | -3 | -2 | -5 | 3 | -3 | -5 | 1 | -3
IMP-1 inh | -0.9 | -3.7 | -1.4 | -1.9 | -1.0 | . | -2.8 | -3.0
IDE inh | 7 | 0 | -3 | -2 | 2 | 3 | 0 | -10
CRFBP-R2 block | 5 | -2 | -8 | -2 | -4 | -11 | -4 | -11
NS3 helicase inh | -32 | -5 | 10 | -2 | 0 | . | 4 | -3
VIM-2 inh | -0.5 | -0.3 | 1.2 | 1.3 | -0.6 | . | 0.4 | 1.6
SUMO HTRF inh | 13 | 19 | 22 | 5 | 10 | . | 7 | -2
IDE cell activ | 2 | -3 | 2 | 5 | 14 | 5 | 0 | 3

[25] OC(CN1CCCCC1)CN1CCCCC1
[26] Cc1ccccc1CNc1ccc(C(CC(N)=O)NC(=O)c2ccccc2)cc1[N+](=O)[O-] (stereo not drawn)
[27] COc1ccc(CNC(=O)c2ccccc2SC)cc1
[28] COC(=O)C[C@H](NC(=O)Cn1cnc2c(SC)nc(N)nc21)C(=O)OC
[29] COc1ccccc1NC(=O)CN1C(=O)COc2ccc(S(=O)(=O)N3CCCCCC3)cc21
[30] CCCC(=O)Nc1ccc(Cl)c(NC(=S)NC(=O)C(C)C)c1
[31] CC(C(=O)Nc1ccc(F)c(F)c1F)N(C)CCOc1ccccc1 (stereo not drawn)
[32] CC[C@]12c3[nH]c4ccccc4c3CCN1C(=O)C(CC(=O)NCCCn1ccnc1)C[C@@H]2C(=O)N1CCN(C(=O)C2CC2)CC1 (stereo partly drawn)
compound no. | 25 | 26 | 27 | 28 | 29 | 30 | 31 | 32
pCIP destab | -14 | 0 | -8 | . | 6 | -18 | -2 | .
GalR3 antag | 1 | -2 | -1 | -2 | -2 | -2 | -2 | -5
IMP-1 inh | -2.2 | . | -2.3 | . | -3.0 | -1.7 | -2.9 | .
IDE inh | 1 | -2 | 6 | 1 | -2 | 5 | 2 | 3
CRFBP-R2 block | 7 | 6 | -5 | -4 | -4 | -1 | 6 | 4
NS3 helicase inh | 7 | . | 11 | . | 4 | 10 | -9 | .
VIM-2 inh | -1.6 | . | -4.6 | . | -2.2 | -5.1 | -2.7 | .
SUMO HTRF inh | 8 | 25 | 6 | . | -6 | -3 | -16 | .
IDE cell activ | 7 | 1 | -1 | 2 | -4 | 1 | 0 | 0

[33] CC(C)(C)c1nc2ccccc2[nH]1
[34] CCOC(=O)c1sc(N)c(C#N)c1COC(=O)C1=COCCO1
[35] CCCCCCCCCCCCOC1OC(CO)C(O)C(O)C1NC(C)=O (stereo not drawn)
[36] Cc1ccccc1C(=O)Nc1ccc(-c2nnc(SC(C)C(=O)O)n2C)cc1 (stereo not drawn)
[37] S=c1[nH]nc(-c2cccnc2)n1/N=C/C(Cl)=C\c1ccccc1
[38] COc1cc(OC)c(NC(C)C(=O)NCc2ccccc2)cc1Cl (stereo not drawn)
[39] COc1cccc(Oc2ccc(C(F)(F)F)cc2NC(=O)CN2C(=O)NC3(CCCC3)C2=O)c1
[40] Cc1c(Cl)cccc1NC(=O)CN1CCC(C(O)(c2ccccc2)c2ccccc2)CC1
compound no. | 33 | 34 | 35 | 36 | 37 | 38 | 39 | 40
pCIP destab | 0 | . | -12 | 0 | -13 | 4 | . | -8
GalR3 antag | -2 | 0 | 1 | -2 | 0 | -2 | -1 | -2
IMP-1 inh | -2.9 | . | -0.3 | -2.3 | -4.8 | -1.6 | . | -1.2
IDE inh | -1 | -1 | -7 | 0 | -5 | 1 | -3 | 1
CRFBP-R2 block | 6 | 4 | 32 | -2 | 13 | -1 | -7 | -21
NS3 helicase inh | 7 | . | 4 | 5 | 3 | 3 | . | -69
VIM-2 inh | -5.4 | . | 0.2 | -1.8 | 1.4 | -0.3 | . | 1.4
SUMO HTRF inh | 14 | . | 19 | -12 | 17 | 13 | . | -28
IDE cell activ | -5 | 0 | 4 | 4 | 1 | 8 | 7 | 4

[41] C/C(=N/NC(=O)c1ccncc1)c1ccc2c(c1)OCO2
[42] CCOC(=O)N1CCC(N2Cc3cccc(C(=O)Nc4ccc(OCC)cc4)c3C2=O)CC1
[43] O=C(c1ccc(CNS(=O)(=O)c2cccc(Cl)c2)cc1)N1CCCCC1
[44] COc1ccc(/C=N/N2CCOCC2)cc1OCc1ccccc1
compound no. | 41 | 42 | 43 | 44
pCIP destab | 3 | 0 | 12 | 2
GalR3 antag | -9 | -6 | -4 | -2
IMP-1 inh | -1.3 | -1.1 | -0.5 | 1.5
IDE inh | 1 | -5 | 3 | 7
CRFBP-R2 block | 4 | 9 | -7 | 1
NS3 helicase inh | -3 | -16 | 7 | -10
VIM-2 inh | 0.3 | 0.6 | 1.4 | 0.1
SUMO HTRF inh | 1 | -2 | -2 | 5
IDE cell activ | 0 | 6 | -2 | 3
